Apaf-1 inh: human Apaf-1 inhibition. O14727. reconstituted apoptosome caspase-3 activity, DEVD-Rh110 fluorescence. inhibition, % at 20 µM. 330,000 compounds, 0.71% hits. AID 489030; active = inhibition of at least 40% at 20 µM;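 note: plate controls were DMSO wells for no effect and DEVD-CHO caspase inhibitor wells for full effect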
Target sequence (O14727 whole entry, looked up): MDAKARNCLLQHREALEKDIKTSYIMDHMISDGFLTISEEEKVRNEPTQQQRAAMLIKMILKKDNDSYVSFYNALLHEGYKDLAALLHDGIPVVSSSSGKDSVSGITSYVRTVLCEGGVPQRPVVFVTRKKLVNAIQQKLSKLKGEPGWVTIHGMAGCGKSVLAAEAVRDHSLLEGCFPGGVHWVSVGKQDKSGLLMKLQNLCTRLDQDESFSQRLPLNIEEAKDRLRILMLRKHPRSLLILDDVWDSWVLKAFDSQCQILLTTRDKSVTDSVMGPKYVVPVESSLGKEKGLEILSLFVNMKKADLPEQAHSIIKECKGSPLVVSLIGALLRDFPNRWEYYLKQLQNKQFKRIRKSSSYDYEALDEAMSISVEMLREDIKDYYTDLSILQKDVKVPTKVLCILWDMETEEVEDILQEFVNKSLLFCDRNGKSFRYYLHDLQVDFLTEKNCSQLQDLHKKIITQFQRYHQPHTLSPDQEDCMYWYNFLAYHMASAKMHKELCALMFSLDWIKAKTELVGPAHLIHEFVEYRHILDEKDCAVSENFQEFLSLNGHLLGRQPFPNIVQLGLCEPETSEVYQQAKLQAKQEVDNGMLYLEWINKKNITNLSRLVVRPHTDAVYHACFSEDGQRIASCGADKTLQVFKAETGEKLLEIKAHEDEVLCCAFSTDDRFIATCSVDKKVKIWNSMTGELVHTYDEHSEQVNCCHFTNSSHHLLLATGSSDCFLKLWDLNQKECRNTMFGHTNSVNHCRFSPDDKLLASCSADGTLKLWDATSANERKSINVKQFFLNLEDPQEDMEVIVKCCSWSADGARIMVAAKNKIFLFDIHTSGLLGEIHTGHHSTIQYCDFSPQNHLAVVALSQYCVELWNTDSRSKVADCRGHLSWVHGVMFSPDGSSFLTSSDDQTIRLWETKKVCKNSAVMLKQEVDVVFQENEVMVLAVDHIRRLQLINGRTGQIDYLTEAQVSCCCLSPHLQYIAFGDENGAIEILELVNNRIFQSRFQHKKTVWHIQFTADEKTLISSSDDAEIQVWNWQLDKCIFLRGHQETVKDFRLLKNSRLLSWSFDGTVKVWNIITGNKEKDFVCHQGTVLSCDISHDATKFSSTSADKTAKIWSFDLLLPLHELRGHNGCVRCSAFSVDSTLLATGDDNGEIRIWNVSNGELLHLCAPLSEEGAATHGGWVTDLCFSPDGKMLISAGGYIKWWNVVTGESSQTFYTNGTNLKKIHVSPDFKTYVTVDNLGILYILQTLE
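System: reconstituted apoptosome with Apaf-1, cytochrome c, caspase-9, procaspase-3, dATP; Signal: Rh110 fluorescence intensity; Schedule: 30 min compound preincubation, 50 min activation, room temperature; Reagent: cytochrome c trigger plus (Z-DEVD)2-Rh110 caspase-3 substrate.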
SENP8 block-1: blocks human SENP8 cleavage of Nedd8 substrate | Q96LD8 | recombinant SENP8, Nedd8 substrate fluorescence | inhibition, % at 20 µM | 360,000 compounds, 0.64% hits | AID 602440; in the data active = inhibition mostly above about 40%, no sharp cut-off; inactive = mostly below about 27%
HKDC1 inh: HKDC1 (human) hexokinase inhibition | Q2TB90 | recombinant HKDC1, G6PDH/diaphorase resazurin coupled fluorescence | inhibition, % at 20 µM | 340,000 compounds, 0.16% hits | AID 493160;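 active = inhibition above about 35% when tested at 20 µM, limit read from the data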;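 note: plate controls were DMSO wells with enzyme for no effect and DMSO wells lacking enzyme for full effect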
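Test system: HK5 enzyme. Quantity: 5 µg/mL HK5 final. Reagent: glucose and ATP substrates. Schedule: 90 min reaction incubation at room temperature, dark. Technique: resazurin-to-resorufin fluorescence via G6PDH and diaphorase coupling, 525/613 nm. Control set: DMSO wells with and without enzyme mix.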
PfG6PD inh: PfG6PD (Plasmodium falciparum) enzyme inhibition; PfGluPho enzyme, NADPH resazurin-diaphorase fluorescence; inhibition, % at 20 µM; 350,000 compounds, 0.78% hits;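 active = inhibition reaching at least a set limit at 20 µM in the primary screen, cut at about 59% in these data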;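 note: 0% = DMSO wells with substrate and 100% = DMSO wells lacking glucose-6-phosphate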
SENP6 block: SENP6 protease inhibition; Q9GZR1; Recombinant SENP6 catalytic domain, aminoluciferin luminescence; inhibition, % at 10 µM; 330,000 compounds, 1.8% hits;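 active = inhibition above about 50% at the single tested dose, limit read from the data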;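 note: plate controls were DMSO wells with enzyme for no effect and DMSO wells lacking enzyme for full effect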
SENP1 inh: inhibitors of human SENP1 SUMO protease catalytic domain; inhibition, % at 10 µM; 360,000 compounds, 0.21% hits; Q9P0U3; recombinant SENP1 catalytic domain, CyPet-SUMO1-YPet FRET cleavage;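 active = inhibition at least 30% at 10 µM, raw YFP signal under a set limit, fluorescence ratio 0.5 to 1.5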;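 note: 0% = enzyme with DMSO and 100% = no enzyme wells; some results filed as inactive read as strong as hits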
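Test system: recombinant human SENP1 catalytic domain, His6-tagged / Medium: pH 8 Tris buffer with EDTA, NaCl, BME, BSA, NP40, catalase / Also added: SUMO1 FRET substrate flanked by Cypet and Ypet, 25 nM / Times: 50 min reaction at room temperature / Signal: FRET, CFP and YFP emission / Control set: no-enzyme low control and enzyme-plus-DMSO high control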
SENP8 block-2: inhibitors of human SENP8 protease | inhibition, % at 10 µM | AID 2540 | 330,000 compounds, 1.2% hits | purified SENP8, Z-RLRGG-aminoluciferin cleavage, luminescence; in the data active = inhibition above about 50%
SENP7 inh: SENP7 protease inhibition | recombinant SENP7, Z-RLRGG-aminoluciferin luminescence, 40 min | inhibition, % at 5 µM | 330,000 compounds, 1.5% hits | Q9BQF6;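 active = inhibition above about 50% at the single test dose, limit read from the data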;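 note: plate controls were DMSO with enzyme for no effect and no enzyme buffer wells for full effect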
Numbers without * were called inactive; i = inactive; nt = no result given.

Results follow in this order: Apaf-1 inh	SENP8 block-1	HKDC1 inh	PfG6PD inh	SENP6 block	SENP1 inh	SENP8 block-2	SENP7 inh
1: Cc1ccccc1S(=O)(=O)c1cc(C#N)c(=O)[nH]c1N
→ 1.5	-68.9	-7.3	-32.7	-11.0	-59.5	-2.2	-6.1
2: FC(F)(F)c1cc(-c2cccs2)nc2cc(-c3cccs3)nn12
→ -11.2	-251.5	-4.5	-23.0	-39.7	-78.2	-1.2	7.7
3: Cc1nc(C)c(-c2ccc(SCC(=O)Nc3ccccc3)nn2)s1
→ 0.9	-2.1	-3.1	10.2	-4.8	0.7	1.6	3.1
4: CC(C)C(c1nnnn1Cc1ccc2c(c1)OCO2)N1CCN(C)CC1 (configuration not stated)
→ -2.4	2.1	1.9	-6.0	-8.3	-2.2	1.9	1.0
5: O=C1OCCN1C(=O)[C@H]1[C@H](c2ccc(F)cc2)C(c2ccc(F)cc2)=NN1c1ccccc1
→ 14.4	i	3.9	31.1	-13.4	-27.7	-17.0	-4.5
6: C=CCS/C(N)=N\N=C\c1c(O)ccc2ccccc12
→ -2.6	-75.8	8.1	14.9	-0.4	-6.8	38.0	39.5
7: O=C(Nc1ccc(F)cc1)c1ccc(-n2ccnc2)nc1
→ 0.5	17.4	6.0	2.0	-17.1	1.9	-2.7	4.7
8: COc1ccc(-c2cc(=O)c3c(C)cc(O)cc3o2)cc1
→ nt	-188.2	11.8	13.7	nt	-7.0	nt	nt
9: CCc1ccc(NC(=O)C2=CC(c3cccs3)=NS(=O)(=O)N2C)cc1
→ 12.0	18.0	4.0	12.6	-5.8	1.5	-3.8	0.2
10: CC1CCN(C(=O)COc2ccc(S(=O)(=O)N3CCCC3)cc2)CC1
→ 3.7	1.5	3.3	8.2	-6.2	0.9	7.3	1.4
11: COC(=O)Cn1cnc2c(cnn2-c2ccc(OC)cc2)c1=O
→ -0.6	-36.7	-4.3	-14.9	-20.1	-0.3	-6.2	9.0
12: CCN(C(=O)COc1cc(OC)ccc1C(C)=O)C1CCS(=O)(=O)C1 (configuration not stated)
→ -10.6	-6.0	1.9	-21.6	-1.9	2.2	4.5	-0.9
13: O=C(CSc1cccc[n+]1[O-])Nc1ccc(C(F)(F)F)cc1[N+](=O)[O-]
→ -14.6	22.1	-5.5	8.0	14.5	0.2	1.8	1.9
14: O=C1S/C(=C\c2ccccc2)C(=O)N1CC(O)Cn1c2ccccc2c2ccccc21 (configuration not stated)
→ nt	25.6	0.2	-5.3	nt	-0.6	nt	nt
15: O=C(COc1ccc(NC(=O)c2ccccc2[N+](=O)[O-])cc1)c1ccc(F)cc1
→ 1.0	24.4	17.5	-7.0	-17.5	1.3	8.7	-1.0
16: NC(=O)[C@@H]1CC2(CC(c3cccc(NC(=O)CC(c4ccccc4)c4ccccc4)c3)=NO2)CN1C(=O)COc1ccc(Cl)cc1 (some centres not stated)
→ 20.1	1.7	1.9	7.6	4.5	-1.9	-10.4	-4.0
17: CC(=O)Nc1nnc(CCS(=O)(=O)c2ccc(Cl)cc2)s1
→ nt	-0.3	-12.8	8.6	nt	1.4	nt	nt
18: CCOC(=O)Cc1csc(NS(=O)(=O)c2cccc([N+](=O)[O-])c2)n1
→ -5.8	13.4	-4.3	-4.7	1.0	1.0	1.5	2.1
19: CC(=O)N1[C@H](Cc2ccccc2)C=C[C@]1(C)C(=O)NCCN1CCOCC1
→ -1.5	20.1	3.3	-2.8	5.4	-3.2	10.7	1.1
20: Cc1ccsc1/C=N/Nc1nc2ccccc2[nH]1
→ nt	-259.2	-8.2	37.1	nt	-7.7	nt	nt
21: Cc1cc2c(c(=O)n1C1CC1)C(c1cccc(Cl)c1)C(C#N)=C(N)O2 (configuration not stated)
→ -2.2	-79.6	0.5	-6.3	-7.0	-94.5	-4.2	5.2
22: CCN(CC)CCNc1ncnc2c1sc1nc(N3CCCC3)c3c(c12)CC(C)(C)OC3
→ 8.3	-381.6	17.1	11.0	-5.2	-39.1	-2.9	-6.9
23: c1ccc(C2CNCCc3ccccc32)cc1 (configuration not stated)
→ 2.1	16.0	-0.7	-3.9	9.2	1.3	2.2	-7.4
24: Cc1cc(OCC(=O)NCc2cccnc2)c2c(C)c(C)c(=O)oc2c1
→ 10.7	-378.1	-0.9	-1.0	12.2	0.8	5.5	6.7
25: O=C(Cc1ccccc1)c1ccc(O)cc1
→ nt	8.3	-4.7	-17.4	nt	0.7	nt	nt
26: NC(=O)c1ccc(Cn2c(C(=O)c3cc(Cl)c(N)c(Cl)c3)c3ccccc3[n+]2[O-])cc1
→ 16.1	21.6	20.0	21.2	-2.3	1.7	-12.5	11.1
27: CC1=CN2C(=NC(=O)CC2(C)C(=O)N(CC(=O)NC2CCCC2)Cc2ccccc2)C=C1 (configuration not stated)
→ -2.0	-308.7	-5.7	0.7	0.2	-0.1	5.5	5.7
28: CC(=O)c1sc(NC(=O)c2ccc(Cn3cc(Br)cn3)o2)nc1C
→ -1.4	-103.2	2.5	-49.4	15.0	-3.8	-5.9	5.6
29: COCCCn1c(SCc2nnc(-c3ccccc3)o2)nc2sc3c(c2c1=O)CCC3
→ 26.6	-14.9	5.7	-2.3	0.0	-4.4	-6.1	-3.8
30: CC1C(=O)N2CCCc3cc(NC(=O)c4ccccc4F)cc1c32 (configuration not stated)
→ 4.2	4.0	4.0	-7.8	-1.1	5.9	1.3	2.0
31: Cc1ccc(CN2C(=O)N/C(=C\c3cccn3-c3cccc(C(=O)O)c3)C2=O)cc1
→ 2.3	-55.0	14.3	-26.2	2.9	-8.1	9.1	8.8
32: COc1ccc(S(=O)(=O)N2CCN(C(=O)c3ccccn3)CC2)cc1
→ 1.7	16.6	-6.4	-3.8	-10.9	2.4	0.2	5.0
33: CCCn1c(C)cc(/C=C(\C#N)C(=O)OCC(=O)N(C)c2c(N)n(Cc3ccccc3)c(=O)[nH]c2=O)c1C
→ 12.6	-154.7	-5.5	-3.1	-10.6	-12.2	1.1	5.4
34: O=[N+]([O-])c1cc(Cl)cc2c1nc(NCCO)c1ccccc12
→ 12.2	29.5	5.0	3.8	-18.9	2.2	-8.1	-14.7
35: Cc1cc(=O)oc2c3c(cc(OCC(=O)NCc4ccccc4)c12)OC(C)(C)CC3
→ 11.3	-168.5	12.0	20.4	-8.9	-0.3	-7.8	11.8
36: COc1ccc(NC(=O)Cn2nnc(C(=O)NCc3ccc4c(c3)OCO4)c2N)c(OC)c1
→ -8.5	8.6	3.1	-1.8	-4.9	-0.3	1.3	-6.8
37: O=C(CN1C(=O)c2ccccc2S1(=O)=O)Nc1ccc(S(=O)(=O)Nc2ncccn2)cc1
→ 6.9	24.7	-5.6	-22.0	-24.1	-0.3	-9.9	-10.9
38: CCOC(=O)c1sc2ccc(S(=O)(=O)N3CCOCC3)cc2c1N
→ -12.1	-268.4	5.9	1.7	3.4	0.7	1.8	1.9
39: COCCN(C(=O)CNC(=O)c1ccco1)C(C(=O)NC1CCCCC1)c1cccnc1 (configuration not stated)
→ 8.2	13.6	-3.1	-7.4	-8.0	0.6	-7.2	-9.8
40: COc1ccc(N2CCN(c3nc4ccccn4c(=O)c3C=O)CC2)cc1
→ 16.3	-17.0	-2.5	-20.4	10.9	-3.0	2.5	4.5
41: COc1ccc2[nH]cc(CCNC(=O)Nc3ccccc3)c2c1
→ 4.9	-0.7	-2.7	7.9	17.0	-0.5	7.0	8.0
42: Cc1ccc(C(=O)NCCCNC(=O)COc2ccc(Cl)c(C)c2)cn1
→ 7.8	2.7	-2.5	-1.3	-13.3	-0.2	-13.9	-3.6
43: Nc1ccc2nn(-c3cc([N+](=O)[O-])ccc3O)nc2c1
→ -1.4	15.6	5.2	-1.5	26.8	-4.6	12.0	-1.1
44: C[C@@H]1C[C@@H]2OC(=O)[C@]3(C)[C@H]2[C@@H](OC3(C)O)[C@]2(C)C(=O)C=C[C@H]12 (some centres not stated)
→ -0.1	18.8	0.4	12.1	-2.4	0.4	-2.5	3.1
45: CCOC(=O)NC(=O)CSc1nc2ccc(C)cc2[nH]1
→ -6.4	8.4	-4.2	20.1	9.6	1.2	1.8	5.6
46: Cc1[nH]n(C(N)=S)c(=O)c1N=Nc1cc(-c2ccc(Br)cc2)[nH]n1
→ 18.7	30.5	-34.3	-20.5	68.9*	-0.7	55.1*	17.8
47: Cc1ccc(Cl)cc1NC(=O)C1CCCN(c2cnccn2)C1 (configuration not stated)
→ 6.1	-288.5	-3.0	13.1	-1.5	2.9	8.2	-1.9
48: COc1nc(C#N)nc(N(C)C)n1
→ 8.4	15.7	1.7	7.2	-4.4	-1.8	-16.8	-8.7
49: COc1ccc(N2C(=O)CSC2c2cccc(F)c2)cc1 (configuration not stated)
→ 7.6	14.4	2.1	2.6	-14.0	4.1	-10.4	-7.8
50: O=C(COC(=O)C1CC2C=CC1C2)Nc1cccc(S(=O)(=O)N2CCCCCC2)c1 (configuration not stated)
→ 21.0	23.9	20.3	-4.4	15.0	-1.7	2.3	4.8
51: CCOC(=O)C1(Cc2ccccc2C)CCCN(S(C)(=O)=O)C1 (configuration not stated)
→ 4.6	12.3	-4.3	9.6	-7.6	-0.7	-4.0	-8.4
52: CC(=O)c1cccc(N(CC(=O)O)S(C)(=O)=O)c1
→ -17.5	10.2	-9.0	1.4	-11.9	1.6	-0.9	-10.7
53: CCC(C(=O)OCC(=O)N1CCN(c2ccc(OC)cc2)CC1)c1ccccc1 (configuration not stated)
→ 3.8	12.8	3.8	11.0	-0.8	-0.6	0.4	4.7
54: CC(C)C[C@H]1CN([C@@H](CC(C)C)CN2CCC[C@@H]2CN2C(=O)C(=O)NC[C@@H]2Cc2ccccc2)C(=O)C(=O)N1CC1CCCCC1
→ nt	-7.8	1.8	-16.5	nt	0.4	nt	nt
55: Cc1cc(=O)oc(C)c1C(=O)NCc1ccco1
→ -3.5	9.0	-0.2	-4.2	-11.9	-1.6	0.4	-1.7
56: COc1ccc(OC)c(NC(=O)C(=S)NC2CCCCC2)c1
→ 17.2	29.6	-0.6	18.0	-13.6	1.1	-8.7	-1.1
57: CC(=O)OC1C(OC(C)=O)N(C(C)=O)C(=O)N1C(C)=O (configuration not stated)
→ 7.9	0.2	-7.9	-6.6	8.9	1.4	-4.4	6.1
58: CCn1c(C(=O)N2CCCC(C(=O)O)C2)cc2sccc21 (configuration not stated)
→ -2.7	14.3	-8.7	0.6	-12.5	-2.0	5.7	3.2

Some of the entries so far, with bars between the fields:
entry | canonical_smiles | Apaf-1 inh | SENP8 block-1 | HKDC1 inh | PfG6PD inh | SENP6 block | SENP1 inh | SENP8 block-2 | SENP7 inh
49 | COc1ccc(N2C(=O)CSC2c2cccc(F)c2)cc1 (configuration not stated) | 7.6 | 14.4 | 2.1 | 2.6 | -14.0 | 4.1 | -10.4 | -7.8
50 | O=C(COC(=O)C1CC2C=CC1C2)Nc1cccc(S(=O)(=O)N2CCCCCC2)c1 (configuration not stated) | 21.0 | 23.9 | 20.3 | -4.4 | 15.0 | -1.7 | 2.3 | 4.8
51 | CCOC(=O)C1(Cc2ccccc2C)CCCN(S(C)(=O)=O)C1 (configuration not stated) | 4.6 | 12.3 | -4.3 | 9.6 | -7.6 | -0.7 | -4.0 | -8.4
52 | CC(=O)c1cccc(N(CC(=O)O)S(C)(=O)=O)c1 | -17.5 | 10.2 | -9.0 | 1.4 | -11.9 | 1.6 | -0.9 | -10.7
53 | CCC(C(=O)OCC(=O)N1CCN(c2ccc(OC)cc2)CC1)c1ccccc1 (configuration not stated) | 3.8 | 12.8 | 3.8 | 11.0 | -0.8 | -0.6 | 0.4 | 4.7

Compound activity (PubChem BioAssay)
